D2 antag – antagonists of human D2 dopamine receptor. P14416. HEK293 TREx D2 cells, calcium flux, dopamine EC80. inhibition, % at 10 µM. hit rate 2% among 340,000. AID 485344; in the data active means inhibition above about 30%; further: 0% is about no effect
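Cells plated overnight at 30 C with tetracycline; no-wash calcium dye, 30–90 min RT; 10 s baseline; compound pinned; 180 s read; EC80 dopamine added; another 180 s read.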
TRHR ag – agonists of human TRH receptor; hit rate 0.18% among 360,000; AID 493084; activation, % at 2 µM; TRHR cells, calcium flux fluo-8, FDSS agonist mode; in the data active means activation above about 30%; further: 0% is about no effect
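In this calcium-flux screen, cells bearing human TRHR are dye-loaded with fluo-8, baselined for 10 cycles, then exposed to library compounds; positive kinetic calcium responses during the agonist phase mark hits, with TRH as control.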
USP1 inh – blocks the human USP1/UAF1 deubiquitinase complex | O94782 | recombinant USP1/UAF1, Ub-Rhodamine cleavage fluorescence | Potency, µM (top dose mostly 57.1 µM), for the others: at the highest dose activity change, negative = inhibition, actives largely listed as inhibitors | hit rate 0.23% among 390,000; further: potency means the concentration at half of the fitted maximal effect; on the % scale 0 is the no-effect control and ±100 the full control effect; nearly all actives have a fitted effect of over 60% in size; inactives centre near -12
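USP1/UAF1 complex (1 nM) preincubated 15 min at room temperature with compound, then Ub-Rho substrate (150 nM final) added. Kinetic fluorescence at 480/540 nm over 6 reads at 60 s intervals; 50 mM HEPES pH 7.8, 0.5 mM EDTA, 0.1 mg/ml BSA, 1 mM TCEP, 0.01% Tween-20.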
TRHR PAM – allosteric enhancers of human TRH receptor; enhancement, % at 2 µM; AID 493056; hit rate 0.66% among 360,000; TRHR cells, fluo-8 calcium fluorescence, EC20 TRH enhancement; P34981; in the data active means enhancement above about 30%; further: 0% is about no effect
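TRHR-expressing cells loaded with fluo-8 calcium dye were read kinetically (ex 480/em 530) during compound addition, then stimulated with an EC20 of TRH (10 nM final). Enhancement of the Gq-mediated intracellular calcium response was scored.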
TrxR1 inh – rat TrxR1 inhibition; O89049; recombinant rTrxR1, NADPH fluorescence consumption, selenite substrate; Potency, µM (titrated, usually from 114 µM), inactives show at the highest dose activity change, negative = inhibition, hits mostly inhibitors; hit rate 1% among 390,000; further: potency means the concentration at half of the fitted maximal effect; on the % scale 0 is the no-effect control and ±100 the full control effect; nearly all actives have a fitted effect of over 65% in size
Target sequence (O89049 whole entry, looked up): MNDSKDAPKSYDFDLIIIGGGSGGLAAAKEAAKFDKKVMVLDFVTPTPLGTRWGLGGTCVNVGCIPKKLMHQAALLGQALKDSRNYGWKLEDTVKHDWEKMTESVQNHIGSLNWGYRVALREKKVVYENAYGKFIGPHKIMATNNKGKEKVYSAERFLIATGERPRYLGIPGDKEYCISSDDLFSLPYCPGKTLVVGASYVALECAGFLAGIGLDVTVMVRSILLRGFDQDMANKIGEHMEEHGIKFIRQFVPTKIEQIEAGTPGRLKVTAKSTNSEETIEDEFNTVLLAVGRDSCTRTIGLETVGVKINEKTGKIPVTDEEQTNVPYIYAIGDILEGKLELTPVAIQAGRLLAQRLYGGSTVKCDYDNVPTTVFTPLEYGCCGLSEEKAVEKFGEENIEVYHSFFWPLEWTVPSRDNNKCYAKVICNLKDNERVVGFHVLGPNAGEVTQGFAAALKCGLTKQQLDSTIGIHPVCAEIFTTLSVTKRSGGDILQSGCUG
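Rat TrxR1 (90 nM in the dispensed reagent) was pre-reduced with 400 uM NADPH for 5 min at room temperature, then incubated with compound for 15 min. After 400 uM selenite was added, NADPH fluorescence (Ex 340/Em 450 nm) was followed for 8 min.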
IDH1 R132H inh – human IDH1 R132H inhibition; O75874; IDH1-R132H enzyme, NADPH consumption, diaphorase/resazurin fluorescence; Potency, µM (titrated, usually from 76.6 µM), inactives show top-dose activity change, negative = inhibition, most hits filed as inhibitors; hit rate 0.093% among 390,000; further: potency means the concentration at half of the fitted maximal effect; on the % scale 0 is the no-effect control and ±100 the full control effect; nearly all actives have a fitted effect of over 65% in size
Target sequence (O75874 whole entry R132H, stated change not applied): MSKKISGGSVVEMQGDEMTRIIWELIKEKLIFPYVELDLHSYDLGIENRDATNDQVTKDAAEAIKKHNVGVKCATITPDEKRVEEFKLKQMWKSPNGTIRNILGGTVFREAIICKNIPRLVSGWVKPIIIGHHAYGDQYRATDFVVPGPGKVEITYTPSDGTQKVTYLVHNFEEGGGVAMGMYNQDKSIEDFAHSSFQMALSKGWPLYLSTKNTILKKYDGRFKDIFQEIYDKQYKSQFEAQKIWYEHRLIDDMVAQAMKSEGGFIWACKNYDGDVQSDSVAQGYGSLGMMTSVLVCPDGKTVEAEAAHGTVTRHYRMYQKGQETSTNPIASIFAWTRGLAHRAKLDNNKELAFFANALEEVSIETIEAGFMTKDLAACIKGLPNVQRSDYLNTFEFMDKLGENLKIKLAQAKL
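IDH1-R132H (0.5 ug/mL) preincubated 30 min with compound, then NADPH (0.016 mM) and alpha-KG (2 mM) added; 80 min at RT, pH 7.5. Remaining NADPH coupled via diaphorase/resazurin to fluorescence (540/590 nm); concentration-response curves normalized to no-enzyme control.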
TrxR1 substrate – substrates of rat thioredoxin reductase 1. Potency, µM (highest dose often 114 µM), for inactives: at the top dose activity change, negative = substrate turnover. O89049. hit rate 0.01% among 390,000. AID 588456. purified TrxR1 substrate turnover, NADPH consumption readout; further: potency means the concentration at half of the fitted maximal effect; on the % scale 0 is the no-effect control and ±100 the full control effect; nearly all actives have a fitted effect of over 50% in size
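Rat TrxR1, dispensed at 90 nM, was prereduced with 400 uM NADPH (final) for 5 min at ~22 deg C, then incubated with compound 15 min before 400 uM selenite. A first-read NADPH fluorescence drop versus no-compound background flagged substrates.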
D2 ag – agonists of human D2 dopamine receptor. HEK293 T-REx D2 cells, calcium flux agonist mode. activation, % at 2 µM. AID 485358. P14416. hit rate 0.53% among 340,000;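 active means activation over 3 SD above normal in the single-dose calcium agonist read, cut at about 30% in these data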; further: 0% is about no effect
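Agonism scored from kinetic calcium signal (1 read/sec, 180 s) following compound pin transfer, after a 10 s baseline. Cells: HEK293 Trex line expressing inducible D2 receptor coupled to calcium, dye-loaded after overnight culture at 30 C.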
Pin1 inh – blocks the human prolyl isomerase Pin1. hit rate 0.009% among 390,000. Pin1 FP peptide displacement, HiFluor488, 10 min. AID 504891. Potency, µM (titrated, usually from 115 µM), for inactives: top-dose activity, negative = inhibition, usual class: inhibitors. Q13526; active means well fitted inhibition curve with a large enough effect in the polarisation, with a control signal flat, not every such curve was filed as active; inconclusive means small, poorly fitted or top-dose-only effect, or effect the other way, or a change in a side signal; inactive means no such curve, though single readings can be large or run the other way; the % refers to the polarisation; further: potency means the concentration at half of the fitted maximal effect; on the % scale 0 is the no-effect control and ±100 the full control effect
Target sequence (Q13526 whole entry, looked up): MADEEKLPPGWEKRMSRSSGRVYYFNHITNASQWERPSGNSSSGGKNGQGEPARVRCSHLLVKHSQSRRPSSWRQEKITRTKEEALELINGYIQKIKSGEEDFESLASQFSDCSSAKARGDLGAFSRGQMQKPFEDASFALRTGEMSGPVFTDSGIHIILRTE
Active calls of the source: *; ? = inconclusive; . = no result given; & = joins results of further samples; [ ] = another dose, or the depositor's remark. Unless noted, the call rests on the fitted dose curve; in most records, active means well fitted inhibition curve with a large enough effect; inconclusive means small, poorly fitted or top-dose-only effect; inactive means no such curve, though single readings can be large or run the other way. Some of the compounds tested; the hit share may differ from the screen's.

SMILES	D2 antag	TRHR ag	USP1 inh	TRHR PAM	TrxR1 inh	IDH1 R132H inh	TrxR1 substrate	D2 ag	Pin1 inh
CCc1ccc(N2CN(Cc3ccco3)CNC2=S)cc1	-3.7	-0.7	?	1.1	13.2%[57.1 µM]	0.5%	5.5%[57.1 µM]	-0.7	-0.4%
CCOC(=O)c1c(-c2ccc(C)cc2)csc1NC(=O)c1cc(-c2ccc(Cl)cc2)on1	.	0.4	-3.1%	0.0	28.0%	8.0%	0.8%	.	1.6%
O=C(Nc1cccc(F)c1)c1ccc2c(c1)OCCO2	-11.9	-0.1	-25.3%	1.1	17.9%	0.9%	0.0%	-1.6	-3.8%
O=C(NC1CCCCCC1)C1CCN(C(=O)N2CCOc3ccccc32)CC1	.	-0.3	-15.2%	2.8	7.9%	-16.2%	-2.6%	-1.2	-2.3%
Cn1c2ccccc2c2cc(/C=C(\NC(=O)c3ccccc3)C(=O)O)ccc21	-11.6	0.4	-14.2%	5.4	-17.6%	6.6%	-5.8%	-0.3	-12.6%
COc1ccc(C(=O)Nc2nnc(S(=O)(=O)N3CCC(C)CC3)s2)cc1OC	4.6	0.0&0.5	-12.1%&-14.8%	-2.1&4.9	0.8%&17.8%	12.5%&12.1%	-5.0%	-0.8&-1.1	-1.4%&-1.1%
Cc1ccccc1-c1ccc(C(=O)NCc2ccccc2)o1	3.1	-0.4	12.9%	0.0	26.6%[57.1 µM]	6.2%	25.1%[57.1 µM]	-0.7	?
CC(C)(C)OC(=O)N1CCC(c2nnc(SCc3cccc(Cl)c3)o2)CC1	.	-2.5	-24.8%	0.1	15.3%	4.3%	7.7%[11.4 µM]	0.1	3.8%
COc1ccccc1CN1CCNC(=O)C1CC(=O)N(C)Cc1cnccn1 (stereo unspecified)	-3.4	1.6	-4.4%	-0.2	6.4%[57.1 µM]	-0.3%	11.2%[57.1 µM]	-0.8	-11.1%
COCc1cc(C)nc(OCC(=O)N/N=C/c2ccc(-c3cc([N+](=O)[O-])ccc3Cl)o2)c1C#N	-5.7	-0.2	0.7%	-1.9	25.9%[57.1 µM]	-0.4%	10.1%[57.1 µM]	0.8	5.6%
O=c1c2sc(-c3ccccc3)cc2nc2n1CCCCC2	23.8	-0.1	-22.6%	-6.7	10.7%[57.1 µM]	10.0%	4.1%[57.1 µM]	-0.8	-0.7%
N#Cc1cccc(NC(=O)C2CCN(c3nc(-c4ccc(Cl)cc4)no3)CC2)c1	.	1.4	-14.5%	0.2	14.0%[57.1 µM]	18.5%	3.4%[57.1 µM]	0.4	5.5%
CNc1oc(-c2cccs2)nc1C#N	.	.	-3.4%	.	-131.9%	-3.5%	.	.	-0.2%
CC(=O)Nc1ccc(S(=O)(=O)N2CCCN(S(=O)(=O)c3ccc(C)cc3)CC2)cc1	30.7*	-0.1	-18.6%	1.4	6.6%	6.6%	0.8%	0.1	-3.2%
COCCNC(=O)CN1CCN(Cc2cccc(Cl)c2)C1=O	-27.2	0.1	-14.3%	-3.6	26.4%	7.4%	-0.4%	1.1	1.6%
CCc1cc(C(=O)N2CCCC(N3CCN(c4cccc(C(F)(F)F)c4)CC3)C2)n(C)n1 (stereo unspecified)	6.9	-0.4	-11.4%	0.4	10.2%	-7.1%	4.3%	-0.1	-10.5%
CCOc1ccc(CCNC(=O)CCNS(=O)(=O)c2ccc(Br)cc2)cc1OCC	25.2	0.8	-28.1%	0.5	21.6%	-5.7%	0.0%	0.5	-2.7%
CC(=O)Nc1ccccc1C(=O)C(=O)Nc1ccc(C)c(F)c1	3.1	-0.3	-21.3%	0.1	-4.1%	7.2%	-8.4%	-1.0	-1.2%
Cc1nn2c(N)c(-c3ccccc3)cnc2c1-c1ccc(Cl)cc1	4.5	0.9	-10.1%	14.7	16.6%[57.1 µM]	2.2%	58.3%	-0.3	10.3%
O=C(Nc1ccc(Cl)cn1)C1C(c2ccccc2)C1(Cl)Cl (stereo unspecified)	6.6	1.0	-8.5%	2.4	13.9%[57.1 µM]	2.9%	-5.1%	-0.8	-3.1%
COc1ccc(OC)c(S(=O)(=O)NCc2cn3cccc(C)c3n2)c1	-11.3	0.3	-5.0%	0.0	26.4%	-2.5%	13.0%	0.1	3.1%
Cc1c(NC(=O)c2ccc(CC(C)C)o2)c(=O)n(-c2ccccc2)n1C	-15.5	-0.3	-16.0%	-8.1	10.5%	-8.9%	5.1%	0.0	-16.2%
CCCCCCSc1ccc([C@@H]2[C@H]3C(=O)N(CC)C(=O)[C@H]3[C@]3(C(=O)OC)CCCCN23)cc1OC	.	.	?	.	?	0.0%	2.7%	.	?
Cn1nc(-c2ccccc2)cc1NC(=O)c1ccccc1	-11.9	1.5	-0.2%	-28.3	14.5%	-6.0%	5.2%[57.1 µM]	-0.7	0.3%
CC1=C(c2ccc(F)cc2)S(=O)(=O)N=C1N1CCC(C(=O)NCCc2cccc(C)c2)CC1	.	-0.4	-31.3%	-5.3	12.5%[57.1 µM]	.	2.9%[57.1 µM]	1.0	10.4%
Cc1ccc(S(=O)(=O)Nc2cccc(-c3ccc4nncn4n3)c2)cc1	-5.1	-0.3	-7.4%	3.7	-1.9%	1.3%	-6.4%	0.2	36.0%[activator]
COCCCNCC(=O)c1c(N)n(Cc2ccccc2)c(=O)n(C)c1=O	3.5	0.1	-21.6%	3.8	-10.0%	-4.5%	-3.5%	0.4	-10.6%
O=C(NC(NC1CCS(=O)(=O)C1)C(Cl)(Cl)Cl)c1ccc(Br)cc1 (stereo unspecified)	-15.9	-1.5	-15.6%	7.1	-11.2%	1.6%	-6.2%	0.8	-2.2%
O=C(NC(=S)NCCc1ccccc1)c1ccccc1F	-4.4	0.8	-24.2%	-4.7	-6.7%	-2.4%	5.3%	0.6	-0.9%
CCOc1ccc(NC(=O)c2ccc(-c3nc(COc4ccccc4)c(C)o3)cc2)cc1	.	1.0	-15.7%	1.6	-4.7%	6.0%	-10.7%	.	-0.9%

Results in TRHR PAM, for 5 of the compounds above:
| Structure | TRHR PAM |
| --- | --- |
| CCc1cc(C(=O)N2CCCC(N3CCN(c4cccc(C(F)(F)F)c4)CC3)C2)n(C)n1 (stereo unspecified) | 0.4 |
| CCOc1ccc(CCNC(=O)CCNS(=O)(=O)c2ccc(Br)cc2)cc1OCC | 0.5 |
| CC(=O)Nc1ccccc1C(=O)C(=O)Nc1ccc(C)c(F)c1 | 0.1 |
| Cc1nn2c(N)c(-c3ccccc3)cnc2c1-c1ccc(Cl)cc1 | 14.7 |
| O=C(Nc1ccc(Cl)cn1)C1C(c2ccccc2)C1(Cl)Cl (stereo unspecified) | 2.4 |

(listing goes on)
SMILES	D2 antag	TRHR ag	USP1 inh	TRHR PAM	TrxR1 inh	IDH1 R132H inh	TrxR1 substrate	D2 ag	Pin1 inh
CC(=O)OCc1cc(=O)n(C)c(=O)n1C	-4.0	0.0	-1.4%	-5.4	9.6%	6.1%	4.7%[57.1 µM]	0.8	6.0%
COc1ccc(NC(=O)C2CC(=O)OC23CCOC(C)(C)C3)cc1 (stereo unspecified)	5.1	0.8	-13.8%	0.0	3.6%[57.1 µM]	-4.6%	1.3%	0.5	3.2%
O=C1c2cc(N3CCCC3)c([N+](=O)[O-])cc2C(=O)N1c1ccccc1	1.5	0.4	-14.5%	-2.9	-27.2%	10.7%	-7.3%	1.0	-2.9%
Nc1ccc(Nc2nc(-c3cccs3)cs2)cc1	-4.6	-0.1	-9.6%	-5.9	3.6%	8.8%	-0.1%	0.0	-6.1%
O=C(c1ccc(F)cc1)C1CCN(C(=O)c2ccc(Cl)cc2)CC1	.	.	-16.9%	.	40.4%[2.29 µM]	10.8%	18.9%[2.29 µM]	.	-12.3%
CCCN1CCN(C(=O)c2ccc(CS(=O)c3ccc(Cl)cc3)o2)CC1 (stereo unspecified)	-14.7	1.2	-22.1%	5.6	-18.0%	-3.1%	-3.8%	-0.7	-10.2%
CCOC(=O)C1CCN(C(=O)CNC(=O)Cn2c(C)cc3ccccc3c2=O)CC1	7.0	-0.4	-6.9%	-3.9	9.6%	0.0%	5.5%	0.2	-3.6%
Cn1c(=O)n(C)c2cc(NC(=O)COc3ccccc3)ccc21	-3.9	0.0	-1.8%	6.6	29.8%	1.1%	-0.8%	-1.3	-0.6%
C/C=C/COC(=O)c1[nH]c2c(c1C)C(=O)CC(c1ccco1)C2 (stereo unspecified)	-6.0	-0.1	-12.5%	-5.0	-14.4%[57.1 µM]	10.7%	1.4%[57.1 µM]	0.1	-9.3%
Cc1ccc(NC2CCCN(C(=O)c3ccoc3)C2)cc1C (stereo unspecified)	-6.5	-0.3	-6.7%	-2.1	-17.1%	1.0%	-5.0%	0.4	-2.9%
C[C@@H]1CC[C@]2(C(=O)O)CC[C@]3(C)C(=CCC4[C@]56CC[C@@](O)(OC5)C(C)(C)C6CC[C@]43C)C2[C@H]1C (stereo partly specified)	.	2.1	-21.7%	-0.6	-14.4%	-7.4%	-12.4%	.	-5.2%
Cc1cccc(NC(=O)CN(C)S(=O)(=O)c2cnc[nH]2)c1C	.	0.2	-15.5%&-16.4%	3.6	-5.2%	-9.6%&2.5%	-5.6%	-0.5	-2.4%
COc1ccc(CC(=O)n2nc(-c3ccccc3)nc2NCc2ccco2)cc1	.	0.7	-16.0%	-3.3	-17.9%	-1.8%	-6.2%	.	24.0%
Cc1nnc(SCc2cccc([N+](=O)[O-])c2)s1	3.9	0.3	-27.7%	-8.4	8.8%[57.1 µM]	22.1%	8.4%[57.1 µM]	-0.4	-2.6%

Entries of single compounds, looked up by structure. Order of values: D2 antag	TRHR ag	USP1 inh	TRHR PAM	TrxR1 inh	IDH1 R132H inh	TrxR1 substrate	D2 ag	Pin1 inh
CC(=O)OCc1cc(=O)n(C)c(=O)n1C is entered as -4.0	0.0	-1.4%	-5.4	9.6%	6.1%	4.7%[57.1 µM]	0.8	6.0%
Nc1ccc(Nc2nc(-c3cccs3)cs2)cc1 is entered as -4.6	-0.1	-9.6%	-5.9	3.6%	8.8%	-0.1%	0.0	-6.1%

Compound activity from PubChem BioAssay.
